GPR151 activ: activators of human GPR151 | PathHunter beta-arrestin GPR151 cells, luminescence | 1% of 650,000 active | activation, % at 11.2 µM | Q8TDV0; in the data active = activation above about 4.9%;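 note: 0% = median of compound wells and 100% = cells with positive control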
Target sequence (Q8TDV0 whole entry, looked up): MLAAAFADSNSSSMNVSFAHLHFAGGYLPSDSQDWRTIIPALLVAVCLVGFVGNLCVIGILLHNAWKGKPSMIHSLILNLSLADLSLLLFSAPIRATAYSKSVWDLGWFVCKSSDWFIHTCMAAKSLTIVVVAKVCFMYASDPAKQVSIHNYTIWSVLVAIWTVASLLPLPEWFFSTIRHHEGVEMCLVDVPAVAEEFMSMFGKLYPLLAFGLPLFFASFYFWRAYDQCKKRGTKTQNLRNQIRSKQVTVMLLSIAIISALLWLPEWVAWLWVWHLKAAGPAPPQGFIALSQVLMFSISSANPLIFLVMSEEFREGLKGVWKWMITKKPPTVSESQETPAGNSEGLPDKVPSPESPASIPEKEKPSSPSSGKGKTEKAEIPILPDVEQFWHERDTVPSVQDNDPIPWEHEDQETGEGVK
TEAD-YAP block: TEAD-YAP interaction inhibition; HEK-TIYL cells, TEAD-Gal4/YAP UAS-luciferase luminescence; AID 1259422; inhibition, % at 9.12 µM; 1.4% of 640,000 active; in the data active = inhibition above about 32%;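 note: 0% = median of test compound wells and 100% = reference inhibitor wells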
MITF primary: inhibitors of human MITF. AlphaScreen MITF homodimerization, bead proximity signal. AID 1259374. 0.91% of 650,000 active. inhibition, % at 2.6 µM. O75030; in the data active = inhibition above about 50%;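 note: 0% = vehicle wells with protein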
FBW7 act: human FBW7 E3 ligase activation, primary screen | AlphaScreen FBW7–phospho-cyclin E peptide binding, activator screen | normalized activity (activation), % at 26.1 µM | 0.13% of 650,000 active | AID 1259310; in the data active = normalized activity above about 1.9%;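 note: purified mutant Fbw7 with reduced substrate affinity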
Target sequence (Q969H0 whole entry, looked up): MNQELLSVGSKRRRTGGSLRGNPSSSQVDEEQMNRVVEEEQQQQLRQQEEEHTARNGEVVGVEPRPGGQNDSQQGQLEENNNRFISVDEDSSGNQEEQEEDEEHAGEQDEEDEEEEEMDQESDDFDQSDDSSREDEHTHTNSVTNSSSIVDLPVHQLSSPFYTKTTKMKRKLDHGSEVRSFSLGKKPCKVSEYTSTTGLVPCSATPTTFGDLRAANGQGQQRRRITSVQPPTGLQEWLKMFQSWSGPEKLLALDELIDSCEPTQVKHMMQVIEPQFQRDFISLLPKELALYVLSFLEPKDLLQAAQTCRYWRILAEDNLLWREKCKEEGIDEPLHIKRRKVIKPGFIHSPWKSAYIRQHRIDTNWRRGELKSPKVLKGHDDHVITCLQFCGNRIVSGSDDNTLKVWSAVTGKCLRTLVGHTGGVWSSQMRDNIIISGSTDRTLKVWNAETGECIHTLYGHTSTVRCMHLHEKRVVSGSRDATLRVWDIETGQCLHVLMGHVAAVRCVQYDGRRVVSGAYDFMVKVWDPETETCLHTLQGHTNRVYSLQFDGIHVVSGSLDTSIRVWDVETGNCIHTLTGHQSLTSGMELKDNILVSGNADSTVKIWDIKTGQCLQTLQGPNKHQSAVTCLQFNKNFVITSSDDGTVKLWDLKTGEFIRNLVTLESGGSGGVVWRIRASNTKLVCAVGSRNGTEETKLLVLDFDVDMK
Starred values were filed as active, the others as inactive.

SMILES	GPR151 activ	TEAD-YAP block	MITF primary	FBW7 act
COc1ccc(C(=O)NCCOc2ccc(-c3ccc(C)cc3)nn2)cc1OC	-1.4	9	-14	-0.1
COc1cccc(C(=O)N2CC[C@@H]3[C@H](CCCN3C(=O)C(OC)c3ccccc3)C2)c1 (stereo not given in full)	-1.4	-5	9	0.2
N#Cc1cc(-c2ccccc2C(F)(F)F)no1	2.1	3	2	0.1
O=c1oc2ccc([N+](=O)[O-])cc2cc1-c1nnc(Nc2ccc(Cl)cc2Cl)s1	-0.8	-2	-9	0.1
CCOC(=O)c1ccc(NC(=O)c2ccccc2Cl)cc1	3.7	-54	-4	-0.1
CNS(=O)(=O)c1cc(-c2nnc(Nc3ccccc3)c3ccccc23)ccc1C	-1.3	7	4	0.5
COc1cc(NC(=O)Cn2cc(C(=O)c3ccccc3)c(=O)c3ccccc32)cc(OC)c1	0.8	1	0	0.0
Cc1cc([N+](=O)[O-])ccc1NCc1ccccc1	-0.1	4	3	0.0
N#CCCN1C(=O)c2cccc3c(Cl)ccc1c23	0.2	-5	11	0.1
Cc1cccc(CN2CCN(Cc3cn(C)nc3-c3ccccc3)CC2CCO)n1 (stereo not given)	-1.7	4	-2	-0.1
CC(=O)OCCCNc1cc(Sc2nc3ccccc3[nH]2)c2nonc2c1[N+](=O)[O-]	-3.0	-10	13	0.0
COc1cccc(-c2nnc(SCC(=O)N3CCN(c4ccccc4)CC3)o2)c1	0.7	3	-3	-0.2
O=C(Nc1ccc(O)c(-c2nc3ccccc3s2)c1)c1ccc([N+](=O)[O-])o1	1.5	12	15	0.2
Cn1c(=O)c(C#N)c(-c2ccccc2F)n2cnnc12	1.8	11	-5	0.2
O=C1CC(Nc2ccc(F)cc2)C(=O)N1c1ccccc1Cl (stereo not given)	2.0	4	2	0.0
Cc1ccc(NC(=O)CN(c2cccc(C)c2C)S(=O)(=O)c2ccccc2)cc1Cl	-0.7	14	8	-0.1
CC(C)(C)n1nnnc1C(c1cccs1)N1CCN(c2ccccc2)CC1 (stereo not given)	0.1	-1	-4	0.0
Cc1ccc(-n2c(SCCN3CCOCC3)nnc2-c2cccnc2)c(C)c1	0.0	-5	10	-0.1
COc1cccc(NC2c3ncccc3C(=O)N2c2ccc(C)cc2)c1 (stereo not given)	0.2	-5	-3	-0.2
Cc1ccc(C(=O)NCc2ccccc2)c(F)c1F	-2.2	-20	5	0.1
COC(=O)c1ccc(C2C(C(=O)OC)C(=O)CC(C)(O)C2C(=O)OC)cc1 (stereo not given)	0.0	-1	0	-0.1
CN(C)CCNC(=O)c1ccc2c(c1)N(Cc1ccc(F)cc1Cl)C(=O)CS2	-0.9	12	2	0.6
O=[N+]([O-])c1ccc(N2CCCCC2)cc1NCCCO	0.0	6	20	-0.2
CCOC(=O)c1sc2nc(SCc3cc(C(C)=O)ccc3OC)n(Cc3ccccc3OC)c(=O)c2c1C	0.2	-7	5	0.1
O=C(NCCCN1CCN(c2cccc(Cl)c2)CC1)c1ccc(CNc2nc(=S)[nH]c3ccccc23)cc1	-0.6	5	3	-0.1
CCOc1ccc(I)cc1CNC(C)C	-0.9	-2	-16	-0.1
O=C(NCCCc1ccncc1)C1CC12CCN(C(=O)c1cnn(-c3ccccc3)c1)CC2 (stereo not given)	0.9	2	12	-0.1
COc1ccc(-n2cc(C(=O)N(C)c3cc(C)ccc3OC)c3ccccc3c2=O)cc1	-0.3	0	-2	-0.1
COc1ccccc1-n1c(N)c(C(=O)NCc2ccccc2)sc1=S	1.3	-3	-1	0.1
O=C1Nc2ccc(F)cc2C12Nc1ccccc1-c1nnc(SCc3ccccc3Cl)nc1O2 (stereo not given)	-1.2	-6	20	0.4

One compound at a time, from the list above:
`COc1ccc(-n2cc(C(=O)N(C)c3cc(C)ccc3OC)c3ccccc3c2=O)cc1` is entered as GPR151 activ: -0.3; TEAD-YAP block: 0; MITF primary: -2; FBW7 act: -0.1
`COC(=O)c1ccc(C2C(C(=O)OC)C(=O)CC(C)(O)C2C(=O)OC)cc1` (stereo not given) is entered as GPR151 activ: 0.0; TEAD-YAP block: -1; MITF primary: 0; FBW7 act: -0.1
`O=C1Nc2ccc(F)cc2C12Nc1ccccc1-c1nnc(SCc3ccccc3Cl)nc1O2` (stereo not given) is entered as GPR151 activ: -1.2; TEAD-YAP block: -6; MITF primary: 20; FBW7 act: 0.4

The listing continues.
SMILES	GPR151 activ	TEAD-YAP block	MITF primary	FBW7 act
COc1ccc(Cc2nnc(NC(=O)CSCc3ccccc3)s2)cc1	-1.0	-5	14	0.2
CC12CN3CC(C)(CN(C1)C3c1ccc(Cl)cc1Cl)C2O (stereo not given)	-0.8	-6	-4	-0.1
Cn1c(O)c(N=NC(=O)CNC(=O)c2cccc(F)c2)c2ccccc21	-0.3	2	-10	-0.1
NC(=O)C1CCN(C(=O)NC2CC(=O)N(c3ccc(F)cc3)C2)CC1 (stereo not given)	-0.8	-2	-4	0.0
N#Cc1c(N2CCCCC2)nc(N)c2c(N)nc3c(c12)CC(CCl)O3 (stereo not given)	1.0	6	2	0.4
COC(=O)c1cc(C(=O)N2CCN(Cc3ccccc3)CC2)cc([N+](=O)[O-])c1	0.7	-4	-4	0.0
CCC(=O)Oc1ccc2c(=O)c(-c3nc4ccccc4s3)coc2c1C	-0.6	-23	13	0.1
CCCCN(C)c1ccc(C(=O)OC)cc1NC(=S)Nc1cccc(OC)c1	-1.4	-18	9	0.0
COC(=O)c1c(NC(=O)COc2cccc(Cl)c2)sc2c1CCC2	-0.5	-6	9	0.0
COc1cccc(C(=O)N(Cc2nc(-c3ccccc3)no2)C(C)C)c1OC	-0.4	-16	-2	0.0

Reprinted from the part before: 3 entries, then new ones.
SMILES	GPR151 activ	TEAD-YAP block	MITF primary	FBW7 act
CCCCN(C)c1ccc(C(=O)OC)cc1NC(=S)Nc1cccc(OC)c1	-1.4	-18	9	0.0
COC(=O)c1c(NC(=O)COc2cccc(Cl)c2)sc2c1CCC2	-0.5	-6	9	0.0
COc1cccc(C(=O)N(Cc2nc(-c3ccccc3)no2)C(C)C)c1OC	-0.4	-16	-2	0.0
Cc1cccc(Oc2coc3cc(OCC(=O)OC(C)C)ccc3c2=O)c1	-0.2	-8	3	0.1
Cc1c(/C=C2/SC(=S)N(CC(=O)O)C2=O)c2ccccc2n1C	1.6	-3	16	-0.1
Cc1ccc(CNC(=O)CSc2nc3ccc(N4CCCCC4)cc3c(=O)n2Cc2ccccc2)cc1	-0.2	-24	11	-0.1
O=C1/C(=C/c2cn[nH]c2-c2ccccc2)Sc2ccccc21	0.5	-7	-6	0.1
Cc1ccc([N+](=O)[O-])cc1S(=O)(=O)NCC1COc2ccccc2O1 (stereo not given)	-1.1	-1	-10	0.0
CSc1nnc2nc(C)cc(C)n12	-0.4	-9	3	0.0
Cc1cc(C(F)(F)F)n2ncc([N+](=O)[O-])c2n1	-0.4	4	7	0.2
COc1cc(OC)cc(-n2nc(C(=O)N3CCCCC3)c3ccccc3c2=O)c1	13*	6	10	-0.1
O=[N+]([O-])c1ccc(Oc2ccc(S(=O)(=O)Nc3ccc(F)cc3)cc2)cc1	7.5*	36*	4	0.1
O=C1OC(c2ccccc2I)=N/C1=C\c1ccco1	0.3	7	10	-0.1
O=C(COc1ccc(I)cc1)NCc1ccc2c(c1)OCO2	1.4	-4	10	-0.2
COc1cc(CN2CCC3(C=Cc4ccccc43)CC2)c([N+](=O)[O-])cc1OC	1.4	0	25	0.0
COc1ccccc1-n1c(CNC(=O)c2cc(Cl)ccc2Cl)n[nH]c1=S	0.8	-1	12	0.0
COc1ccc(NC(=O)/C(=C/c2ccc([N+](=O)[O-])cc2)NC(=O)c2cc(Br)ccc2OC)cc1Cl	0.5	6	-4	0.0
CCOc1ccc(-n2c(SCC(=O)N3CCCC3)nc3c(sc(=S)n3-c3cccc(OC)c3)c2=O)cc1	1.2	14	3	0.2
CN1CCN(/N=C/c2ccc(O)c(O)c2)CC1	2.1	8	79*	-0.1
CC(C)c1ccc(NC(=O)CSc2ncccc2C(=O)NCc2cccnc2)cc1	-0.3	-11	6	-0.1
CCOC(=O)CNC(=O)c1sc2nc(C)nc(N3CCC(C)CC3)c2c1C	-0.1	-8	-5	0.0
CCNc1sc2c(O)cc(=O)[nH]c2c1C#N	0.5	14	18	-1.0
COc1cccc2sc(=NC(=O)c3ccc(S(=O)(=O)N4CCCC4)cc3)n(C)c12	-0.3	1	10	0.0
Cc1nn(-c2ccccc2)c2sc(C(=O)NCc3ccccc3)cc12	-0.8	11	-5	0.3
CCOC(=O)C1CCN(C(=O)c2nn(-c3cc(OC)cc(OC)c3)c(=O)c3ccccc23)CC1	-0.7	11	4	0.6
Cc1ccc(CN[C@H]2C[C@H]3C(=O)N[C@@H]([C@@H](C)O)C(=O)N3C2)cc1	0.9	13	11	0.8
Cc1cccc(N(C)c2ccnc3c(-c4ccco4)cnn23)c1	0.3	-43	-8	-0.9
N#Cc1c2c(c(Nc3ccncc3)n3c1nc1ccccc13)CCC2	-0.1	5	12	-0.6
O=C(NCc1ccccc1)/C(=C\c1ccccc1)NC(=O)c1ccc([N+](=O)[O-])cc1	0.0	8	-3	-0.1
CNC(=O)c1ccccc1NC(=O)c1c(O)c2cccc3c2n(c1=O)CCC3	1.4	5	13	-0.2
O=C(c1cc(N2C(=O)C3C4CCC(C4)C3C2=O)ccc1Cl)N1CCCCCC1 (stereo not given)	-0.1	-14	1	0.0
Cc1nc2ncnn2c(N2CCC(C(=O)Nc3cccc(F)c3)CC2)c1C	2.2	8	-2	0.0
Cc1ccccc1C(=O)N/N=C/c1cc([N+](=O)[O-])ccc1Cl	0.3	0	1	-0.1

5 compounds picked at random from the list so far:
SMILES	GPR151 activ	TEAD-YAP block	MITF primary	FBW7 act
Cc1ccc(CN[C@H]2C[C@H]3C(=O)N[C@@H]([C@@H](C)O)C(=O)N3C2)cc1	0.9	13	11	0.8
CNC(=O)c1ccccc1NC(=O)c1c(O)c2cccc3c2n(c1=O)CCC3	1.4	5	13	-0.2
Cc1nn(-c2ccccc2)c2sc(C(=O)NCc3ccccc3)cc12	-0.8	11	-5	0.3
N#Cc1c2c(c(Nc3ccncc3)n3c1nc1ccccc13)CCC2	-0.1	5	12	-0.6
Cc1nc2ncnn2c(N2CCC(C(=O)Nc3cccc(F)c3)CC2)c1C	2.2	8	-2	0.0

Next section
SMILES	GPR151 activ	TEAD-YAP block	MITF primary	FBW7 act
COc1ccc(/C=C2/C(=O)NC(=S)N(c3ccc(Cl)cc3)C2=O)cc1O	0.1	0	-8	0.1
CCN(CC)c1ccc(C(=O)N/N=C(\C)CCc2ccc(O)cc2)cc1	-0.2	5	5	-0.1
O=C(C1=COCCO1)N(CCn1cccn1)c1nc2c(Cl)cccc2s1	-0.7	15	3	0.3
CC1(C)CC(=O)c2sc(NC(=O)CCSc3ccc(F)cc3)nc2C1	0.7	-10	-5	0.0
CC12C=CC3(O1)C(C(=O)N(CCCN1CCOCC1)C3C(=O)NC1CCCCC1)C2C(=O)Nc1ccc(Cl)c(Cl)c1 (stereo not given)	0.6	6	6	-0.1
CCC(=O)Nc1cccc(-c2nc3cc(C)c(C)cc3o2)c1C	1.8	-6	-6	-0.1
O=[N+]([O-])c1cccc(CN2CCN(Cc3cc(Br)ccc3O)CC2)c1	0.4	9	65*	0.0
Cc1ccc2oc(-c3ccc(NC(=O)c4ccco4)cc3)nc2c1	-0.9	-41	8	0.3
COc1cc(C(=O)NC(C)C(c2cccs2)N2CCOCC2)cc(OC)c1OC (stereo not given)	0.1	-7	-11	0.1
CCC(Sc1nc2cc3c(cc2c(=O)n1CCCC(=O)NCCc1ccc(OC)c(OC)c1)OCO3)C(=O)Nc1ccccc1OC (stereo not given)	-1.0	-3	1	0.0
O=C(NCc1ccc(N2CCCC2=O)cc1)c1cn(Cc2ccccc2)nn1	7.4*	-1	9	0.0
Cc1cc(C)c2c(c1)[nH]c1nnc(SCC(=O)N3CCN(c4ccccc4)CC3)nc12	-1.0	-12	18	0.0
COc1ccc(-c2nc(NCc3ccccc3)c3ncn(C(C)C)c3n2)cn1	0.1	12	-7	-0.1
Nc1cccc(-c2nc(NC3CCN(Cc4ccccc4)CC3)c3ncn(-c4ccccc4)c3n2)c1	3.3	4	-7	-0.2
COc1ccc2c(c1)OC(C)CN(CC(=O)NCCc1cccc(F)c1)C2 (stereo not given)	0.3	0	10	-0.1
O=C1CCCN1CCCNc1nc(NC2CCN(Cc3ccccc3)CC2)c2[nH]cnc2n1	-0.9	-9	-13	-0.1
CN1CCN(Cc2cn[nH]c2-c2ccc(Cl)cc2)CC1	-0.5	4	38	0.5
Cc1ccc(C)c(N(CC(=O)NCC(C)C)S(C)(=O)=O)c1	1.0	-2	1	-0.1
O=[N+]([O-])c1cc(C(F)(F)F)ccc1N1CCN(CCO)CC1	0.8	1	8	0.0
C=CCOc1ccc(C=C2C(=O)N(C)C(=S)N(C)C2=O)cc1	0.7	9	2	-0.1
COc1ccc2c(=O)c(C(=O)NCCc3ccccc3)c[nH]c2c1	-0.9	-29	4	0.0
Cc1cc(C)c2nc(SCC(=O)NCC3CCCO3)c(C#N)cc2c1 (stereo not given)	-0.5	10	-1	0.4
CCN(CC)c1nc(Nc2ccccc2)nc(Nc2ccncn2)n1	1.8	28	-7	0.0
Cc1nc(N2CCCC2C(=O)N2CCCO2)nc2ccc(F)cc12 (stereo not given)	4.6	2	-3	-0.1
CCn1c(=O)[nH]c2cc(C(=O)Nc3cc(C)cc(C)c3)ccc2c1=O	-0.5	2	3	-0.1
CCCCNC(=O)c1cc(S(=O)(=O)NCCc2ccccc2)ccc1F	0.2	2	-5	0.0
O=C(Nc1cc(SCCO)cc([N+](=O)[O-])c1)c1ccc(F)cc1F	0.9	6	3	0.0
COC(=O)c1ccc(C2C(C#N)=C(N)Oc3cc(N)ccc32)cc1 (stereo not given)	-0.5	-1	2	0.1
C/C(CC(C)C)=N/NC(=O)c1ccc(Br)cc1	0.0	-16	-16	0.1

Compound activity from PubChem.
